# From PubChem BioAssay
# Mm-Cpn inhibitor = inhibitors of Methanococcus maripaludis chaperonin (MmCpn); 0.031% of 330,000 active; purified Mm-Cpn ATPase, ADP Transcreener TR-FRET; AID 504842; Potency, µM (highest dose often 76.9 µM), without a hit: top-dose activity, negative = inhibition, hits mostly inhibitors; note: potency is the fitted concentration of half-maximal effect; % is set by controls: 0 for no effect and ±100 for the full control effect; nearly all actives have a fitted effect of over 80% in size
#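 Quantitative HTS used 25 nM Mm-CPN and 10 uM ATP in magnesium/KCl Tris buffer, pH 7.4, with 1 mM DTT. Hydrolysis ran 30 min at 37°C; ADP was read by HTRF.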
# A549 viability = A549 cytotoxicity, counter-screen for Nrf2 inhibitors. A549 ARE-Fluc cells, CellTiter-Fluor viability, 18-24 h. Potency, µM (highest dose often 46 µM), without a hit: top-dose activity change, negative = cytotoxicity, actives largely listed as inhibitors. 0.16% of 390,000 active. AID 504648; note: potency is the fitted concentration of half-maximal effect; % is set by controls: 0 for no effect and ±100 for the full control effect
#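 A549 ARE_Fluc cells in 5% FBS OPTI-MEM were exposed to compounds in concentration-response for 18-24 h at 37 deg C. Viability was read by CellTiter-Fluor fluorescence (Ex 405/Em 525) after 30 min, before the luciferase read.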
# EPAC2 antag = blocks human EPAC2 exchange factor. Q8WZA2. EPAC2 GEF exchange of Rap1B-BODIPY-GDP, fluorescence. Potency, µM (titrated, usually from 114 µM), without a hit: at the top dose activity, negative = inhibition, most hits filed as inhibitors. 0.18% of 360,000 active. AID 720708; note: potency is the fitted concentration of half-maximal effect; % is set by controls: 0 for no effect and ±100 for the full control effect; nearly all actives have a fitted effect of over 45% in size; many of its hits are not listed in these tables
# Target sequence (Q8WZA2 whole entry, looked up): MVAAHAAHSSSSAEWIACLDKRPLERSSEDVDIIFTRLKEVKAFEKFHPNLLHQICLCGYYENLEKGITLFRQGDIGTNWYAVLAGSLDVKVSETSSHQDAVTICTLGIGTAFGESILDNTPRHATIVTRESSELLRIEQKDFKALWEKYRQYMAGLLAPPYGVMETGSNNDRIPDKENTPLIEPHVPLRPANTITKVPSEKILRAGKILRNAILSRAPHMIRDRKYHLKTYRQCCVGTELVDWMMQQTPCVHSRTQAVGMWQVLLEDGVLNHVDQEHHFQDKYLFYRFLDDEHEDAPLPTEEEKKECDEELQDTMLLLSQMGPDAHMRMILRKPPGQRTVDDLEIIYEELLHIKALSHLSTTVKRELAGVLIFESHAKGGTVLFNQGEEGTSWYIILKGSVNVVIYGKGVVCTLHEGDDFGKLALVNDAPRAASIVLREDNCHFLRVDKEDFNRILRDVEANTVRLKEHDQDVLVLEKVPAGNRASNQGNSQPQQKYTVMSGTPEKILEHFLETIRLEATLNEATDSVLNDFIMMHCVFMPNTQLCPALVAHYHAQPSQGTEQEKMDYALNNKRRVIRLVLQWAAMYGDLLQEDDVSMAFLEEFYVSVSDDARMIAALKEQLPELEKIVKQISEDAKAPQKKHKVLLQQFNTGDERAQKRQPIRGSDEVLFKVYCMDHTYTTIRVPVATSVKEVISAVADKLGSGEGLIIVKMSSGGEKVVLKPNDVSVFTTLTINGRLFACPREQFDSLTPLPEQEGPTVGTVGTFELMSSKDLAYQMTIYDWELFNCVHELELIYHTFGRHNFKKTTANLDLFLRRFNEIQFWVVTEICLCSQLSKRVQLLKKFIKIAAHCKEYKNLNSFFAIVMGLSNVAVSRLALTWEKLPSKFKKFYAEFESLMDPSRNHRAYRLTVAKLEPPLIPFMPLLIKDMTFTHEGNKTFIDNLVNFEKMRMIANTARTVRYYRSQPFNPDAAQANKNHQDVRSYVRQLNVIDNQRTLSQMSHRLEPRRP
# Akt phos inh = blocks phosphorylation of Akt; 0.32% of 360,000 active; activity change, % for hits at 50 µM; Neuro2A IGF-stimulated pAkt S473 HTRF, 20 min; hits give low values; in the data active = activity change below about -80%; inconclusive = mostly about -51% to -80%; note: % is set by controls: 0 for no effect and ±100 for the full control effect
#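 Neuro2A cells in DMEM with 0.5% FBS, overnight at 37 deg C, given compound at single 50 µM final, then IGF (6 nM final) for 20 min at 37 deg C. Lysed; phospho-Akt Ser473 by HTRF after 24 h, 665/615 ratio.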
# TGFb inhibitor = blocks TGF-b signaling. Potency, µM (top dose mostly 46.1 µM), inactives show at the top dose activity, negative = inhibition, hits mostly inhibitors. HepG2 CAGA-GFP TGF-b/SMAD3 reporter, GFP fluorescence, 18 h; TGF-beta stimulated, 500 pg/mL final. 1.2% of 410,000 active; note: potency is the fitted concentration of half-maximal effect; % is set by controls: 0 for no effect and ±100 for the full control effect; nearly all actives have a fitted effect of over 65% in size
#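 First, reporter cells (HEPG2 CAGA-GFP) rested 2 h at 37 degrees C. Next, compounds were pinned in and TGF-beta added to 500 pg/mL final. After 18 h, GFP was imaged per cell and summed per well.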
# EPAC2 ag = activates human EPAC2 exchange factor | Q8WZA2 | EPAC2 activation, biochemical qHTS; response scale: 100% = 6.5 mM cAMP response | Potency, µM (highest dose often 154 µM), inactives show top-dose activation, most hits filed as activators | 0.079% of 360,000 active | AID 720711; note: potency is the fitted concentration of half-maximal effect; nearly all actives have a fitted effect of over 50% in size
#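 EPAC2 (100 nM) mixed with Rap1B loaded with BODIPY-GDP (250 nM) plus 50 uM unlabeled GDP; compounds pinned in, 5 min RT, then read every 5 min for 30 min (ex 480, em 540 nm). Normalized to cAMP control.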
# CCT chaperon mod = changes cytosolic chaperonin activity. AID 651819. purified chaperonin ATPase assay, HTRF ADP detection, 30 min. activity change, % (test concentration not listed), hits read low. 0.3% of 360,000 active; in the data active = activity change below about -30%; note: % is set by controls: 0 for no effect and ±100 for the full control effect
#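 TRiC (40 or 20 nM final, by batch activity) in 30 mM Tris pH 7.4, 100 mM KCl, 5 mM MgCl2, 1 mM DTT was treated with compound at 76 uM single dose, then 10 uM ATP, 30 min at 37 °C. ADP was read by HTRF Transcreener.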
# Nrf2 activator = activates Nrf2 signaling; AREc32 ARE-luciferase reporter (MCF7-derived line), luminescence, 24 h; 0.31% of 410,000 active; Potency, µM (highest dose often 46.1 µM), for the others: at the highest dose activation, most hits filed as activators; note: potency is the fitted concentration of half-maximal effect; % of control where 0% means no effect; nearly all actives have a fitted effect of over 65% in size
#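 Reporter line AREc32 (ARE-Fluc), seeded overnight in OPTI-MEM with 5% FBS; compound pin-transferred, 24 hr at 37 deg C, 5% CO2; luminescent read-out.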
# Nrf2 block = blocks Nrf2 signaling. A549 ARE-Fluc reporter, luciferase luminescence, 18-24 h. Potency, µM (doses to about 46 µM), inactives show at the top dose activity change, negative = inhibition, hits mostly inhibitors. 2.1% of 360,000 active. AID 504444; note: potency is the fitted concentration of half-maximal effect; % is set by controls: 0 for no effect and ±100 for the full control effect; nearly all actives have a fitted effect of over 60% in size
#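 A549 ARE_Fluc cells (5000/well, 5% FBS OPTI-MEM) pre-incubated 2 h, then treated with compounds 18-24 h at 37C/5% CO2 in concentration-response. CellTiter-Fluor viability read first; BugLite luciferase luminescence after 15 min at room temperature gives Nrf2 activity.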
# * hit, by the source's call; i = inactive; ? = inconclusive; / = no result given; [ ] = remark or other dose. Unless noted, calls come from the whole dose curve; as a rule, active = well fitted curve in the direction sought with a large enough effect; inconclusive = small, poorly fitted or top-dose-only effect, or another doubt; inactive = no such curve, though single readings can be large; an effect the other way counts as inactive or inconclusive.
1: O=C(CCn1nnc2ccccc21)Nc1nnc(Cc2ccc(F)cc2)s1
2: O=C(NCC1CCCO1)C(C(=O)c1ccc(F)cc1)n1ccccc1=O (stereo not given)
3: O=C(CCCn1c(=O)c2sccc2n(Cc2cccc(Cl)c2)c1=O)NCc1ccc2c(c1)OCO2
4: O=C(OCC1CCC=CO1)C1CCC=CO1 (stereo not given)
5: O=C(C1CCCCN1S(=O)(=O)c1ccccc1[N+](=O)[O-])N1CCCCC1 (stereo not given)
6: COc1cccc(C(=O)N2CCN(C(=O)C3CCCO3)CC2)c1 (stereo not given)
7: Cc1cccc(S(=O)(=O)Nc2ccc(C)c3c2OC(C)(C)C3)c1
8: NC(=O)c1ccc(Nc2ccc([N+](=O)[O-])cc2[N+](=O)[O-])cc1

assay / entry,1,2,3,4,5,6,7,8
Mm-Cpn inhibitor,-6%,3%,/,/,-4%,0%,0%,-3%
A549 viability,-5%,10%,8%,0%,5%,-2%,-11%,-7%
EPAC2 antag,-2%,-5%,/,-1%,4%,18%,-3%,-10%
Akt phos inh,i,i,/,i,i,i,i,i
TGFb inhibitor,14%,14%,?,11%,-18%,-17%,?,-8%
EPAC2 ag,2%,3%,/,6%,10%,4%,9%,0%
CCT chaperon mod,-0.4,0.5,/,-2.9,0.8,-0.6,-7.2,-1.3
Nrf2 activator,4.1%,-0.7%,5.0%,-1.3%,8.8%,-0.8%,-0.8%,6.8%
Nrf2 block,-4%,11%,-7%,-2%,4%,5%,-20%,?

9: CCOc1ccc(S(=O)(=O)NCCC(=O)NC(C)CCc2ccccc2)cc1 (stereo not given)
10: Cc1cccc(CSC(=N)N)c1
11: Cc1ccc(C(=O)c2ccc([N+](=O)[O-])cc2)cc1C
12: CCOc1ccc(NC(=O)CSc2ncn[nH]2)c([N+](=O)[O-])c1
13: O=C(Nc1ccc(S(=O)(=O)NC2=NCCCCC2)cc1)c1ccc(=O)[nH]c1
14: CC1CCCC(NC(=O)c2nn(C)c3c2CS(=O)(=O)c2ccccc2-3)C1C (stereo not given)
15: COc1ccc(Cl)cc1S(=O)(=O)n1c([N+](=O)[O-])cnc1C
16: CCc1ccc2nc(N(CCN(CC)CC)C(=O)c3cccs3)sc2c1

assay / entry,9,10,11,12,13,14,15,16
Mm-Cpn inhibitor,0%,3%,0%,3%,3%,1%,1%,/
A549 viability,-14%,-15%,3%,0%,-3%,1%,-2%,9%
EPAC2 antag,-4%,5%,1%,9%,8%,-4%,-1%,/
Akt phos inh,i,i,i,i,i,i,i,/
TGFb inhibitor,0%,-6%,3%,9%,14%,7%,1%,-13%
EPAC2 ag,-7%,11%,7%,-9%,7%,8%,3%,/
CCT chaperon mod,-1.9,1.0,-0.7,0.5,-0.6,-0.5,1.3,/
Nrf2 activator,-0.4%,-0.1%,-0.1%,0.2%,-0.3%,0.0%,-0.5%,0.0%
Nrf2 block,-19%,-22%,?,-2%,19%,11%,-2%,15%

17: Cc1cccc(C)c1-n1nnnc1C(c1ccnc2ccccc12)N(Cc1ccccc1)Cc1ccccc1 (stereo not given)
18: COc1cc2c(cc1OC)CN(CCOc1ccc(Br)cc1)CC2
19: Cc1ccccc1OCC(=O)NCC(c1ccco1)N1CCCCC1 (stereo not given)
20: FC(F)(F)c1cccc(NC(=S)Nc2cccc(Cl)c2)c1
21: O=C(/C=C/c1cccc(F)c1)NNC(=O)c1ccncc1
22: Cc1nc(SCC(=O)Nc2cc(C)on2)c2c(C)c(C)sc2n1
23: CC(C)(C)C(=O)Nc1ccc(S(=O)(=O)NC2=NCCCCC2)cc1
24: CN(C)S(=O)(=O)c1ccc(C(=O)NCCSc2c(-c3ccc(Br)cc3)[nH]c3ccccc23)cc1

assay / entry,17,18,19,20,21,22,23,24
Mm-Cpn inhibitor,/,0%,-4%,2%,-1%,-6%,-6%,/
A549 viability,/,-1%,-2%,-9%,-17%,-7%,0%,-9%
EPAC2 antag,?,-6%,-18%,-9%,9%,3%,-4%,/
Akt phos inh,i,i,i,i,i,i,i,/
TGFb inhibitor,/,-15%,-18%,?,-59%,1%,6%,?
EPAC2 ag,4%,9%,9%,15%,9%,-28%,5%,/
CCT chaperon mod,0.8,-0.5,-1.4,2.7,-1.5,0.7,-1.3,/
Nrf2 activator,6.2%,4.3%,-0.3%,-0.2%,-0.6%,0.3%,-0.4%,0.1%
Nrf2 block,/,-19%,19%,?,6%,4%,-16%,-12%[9.27 µM]

# Molecules from the list above that contain two or more sulfur atoms, in the order listed:
16: CCc1ccc2nc(N(CCN(CC)CC)C(=O)c3cccs3)sc2c1
22: Cc1nc(SCC(=O)Nc2cc(C)on2)c2c(C)c(C)sc2n1
24: CN(C)S(=O)(=O)c1ccc(C(=O)NCCSc2c(-c3ccc(Br)cc3)[nH]c3ccccc23)cc1

assay / entry,16,22,24
Mm-Cpn inhibitor,/,-6%,/
A549 viability,9%,-7%,-9%
EPAC2 antag,/,3%,/
Akt phos inh,/,i,/
TGFb inhibitor,-13%,1%,?
EPAC2 ag,/,-28%,/
CCT chaperon mod,/,0.7,/
Nrf2 activator,0.0%,0.3%,0.1%
Nrf2 block,15%,4%,-12%[9.27 µM]

# Other results.
25: CC(=O)Nc1ccc(NC(=O)CNC(=O)c2sc3ccccc3c2Cl)cc1
26: Cc1ccc(N2CC(C)Cn3c2nc2c3c(=O)n(Cc3cccc(Cl)c3)c(=O)n2C)cc1 (stereo not given)
27: O=C(Nc1nc(-c2ccccn2)cs1)C12CC3CC(CC(O)(C3)C1)C2
28: COc1cc(=O)[nH]c(SC(C)C(=O)Nc2cccc3ccccc23)n1 (stereo not given)
29: O=S(=O)(Nc1ccccc1)c1ccc(-c2cnc(C3CC3)o2)cc1
30: O=C(NCCc1ccccc1)c1cc2sccc2n1Cc1ccccc1
31: Cc1noc(C)c1S(=O)(=O)N(C)C[C@@H]1OCc2cnnn2CCCC(=O)N([C@@H](C)CO)C[C@H]1C
32: CC1=CCC(C(=O)O)(C(=O)N/N=C/c2cccs2)C(c2ccc(Cl)cc2)C1 (stereo not given)

assay / entry,25,26,27,28,29,30,31,32
Mm-Cpn inhibitor,-3%,/,0%,1%,2%,-5%,/,1%
A549 viability,2%,-1%,-6%,5%,?,-2%,/,-3%
EPAC2 antag,-6%,/,1%,5%,-17%,-3%,4%,1%
Akt phos inh,i,/,i,i,/,i,i,i
TGFb inhibitor,13%,6%,?,-17%,?,13%,18%,3%
EPAC2 ag,6%,/,9%,1%,4%,5%,4%,3%
CCT chaperon mod,-0.4,/,-1.3,0.3,1.1,0.5,-0.6,-2.5
Nrf2 activator,-0.7%,-0.7%,2.6%,2.5%,-0.1%,0.5%,2.1%,0.0%
Nrf2 block,2%,?,?,-6%,?,?,/,/

33: Cn1c(=O)c2[nH]c(C3CC=CCC3)nc2n(C)c1=O (stereo not given)
34: CCCCCCn1cc(CN2CC(N3CCN(Cc4ccccc4F)CC3)CS2(=O)=O)nn1 (stereo not given)
35: CC1(C)Cc2c(C#N)c(N3CCN(C(=O)c4ccccc4)CC3)nc(-c3ccco3)c2CS1
36: O=C(O)c1ccc(NC2(C(=O)O)CCCC2)cc1
37: O=C(CNC(=O)c1ccccc1)N/N=C/c1ccccc1Cl
38: O=C(O)CSc1cccc2cccc(C(=O)O)c12
39: O=C(CN1C(=O)C(=O)N(C2CCCC2)C1=O)Nc1ccc(N2CCOCC2)cc1
40: COc1ccc([N+](=O)[O-])cc1N(CC(=O)N1CCCC1)S(C)(=O)=O

assay / entry,33,34,35,36,37,38,39,40
Mm-Cpn inhibitor,/,/,-6%,/,-11%,-2%,-5%,-1%
A549 viability,-4%,/,-8%,-1%,-3%,-9%,5%,1%
EPAC2 antag,1%,0%,0%,19%,-2%,5%,-4%,14%
Akt phos inh,i,i,i,i,i,i,i,i
TGFb inhibitor,-5%,/,-2%,1%,3%,-21%,-9%,-5%
EPAC2 ag,2%,3%,-7%,3%,3%,7%,-2%,3%
CCT chaperon mod,-0.6,-1.1,1.4,2.1,0.9,-2.0,-5.6,2.1
Nrf2 activator,-0.5%,-0.4%,-0.2%,0.2%,1.7%,-1.0%,-0.8%,-1.1%[9.22 µM]
Nrf2 block,?,/,-20%,7%,-10%,9%,4%,0%

41: COc1ccc(CCC(=O)N2CCc3ccccc32)cc1
42: Cc1ccc(C)c(S(=O)(=O)Nc2nc3ccc(S(N)(=O)=O)cc3s2)c1
43: Cc1ccc(C)c(OCCCCN2CCCCC2)c1
44: COc1ccccc1NS(=O)(=O)c1cccc(C(=O)N/N=C(\C)c2ccc3c(c2)OCCO3)c1
45: Cc1ccc(SCC(=O)O/N=C(\N)c2cccnc2)cc1
46: O=C(N/N=C(\Cc1ncc[nH]1)c1ccccc1)c1ccncc1
47: CC(C(=O)Nc1ccc(F)c(F)c1F)N1CCCCCC1 (stereo not given)
48: CN(C)c1ccc(Sc2nnc(NC(=O)Nc3ccc(Cl)cc3Cl)s2)cc1

assay / entry,41,42,43,44,45,46,47,48
Mm-Cpn inhibitor,2%,4%,1%,0%,1%,0%,0%,1%
A549 viability,5%,4%,-5%,19%,1%,1%,1%,-1%
EPAC2 antag,11%,?,8%,-7%,-4%,-8%,-3%,17%
Akt phos inh,i,i,i,i,i,i,i,i
TGFb inhibitor,-27%,-6%,-1%,-11%,-9%,-17%,-1%,6%
EPAC2 ag,6%,-2%,18%,21%,16%,11%,2%,0%
CCT chaperon mod,-1.4,-2.8,-1.0,-5.4,0.4,-3.6,0.0,2.5
Nrf2 activator,2.8%,-1.5%,-1.3%,3.0%,-0.3%,2.0%,0.1%,-0.6%
Nrf2 block,16%,2%,2%,12%,4%,-15%,-3%,2%

# Only part of the results is shown, so the mix of outcomes need not match the whole.
